Screening data (PubChem BioAssay)
ATG4B inh: blocks human ATG4B protease cleavage of LC3 substrate; Q9Y4P1; ATG4B cleavage of LC3-PLA2, NBD-HPC fluorescence, 1 h; inhibition, % at 8.33 µM; actives 0.51% (n = 340,000); AID 504462; in the data active = inhibition above about 40%
EBI2 antag: blocks human EBI2 receptor beta-arrestin signaling; AID 651636; P32249; inhibition, % at 5 µM; EBI2 beta-arrestin recruitment, luminescence, 7a,25-OHC stimulated; actives 0.81% (n = 360,000); in the data active = inhibition above about 38%;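 note: enzyme fragment complementation signal reports receptor beta-arrestin coupling in cells; 0% = agonist plus DMSO wells and 100% = wells without agonist; some results beyond the cut were filed as inactive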
Target sequence (P32249 whole entry, looked up, the tested form may be a part): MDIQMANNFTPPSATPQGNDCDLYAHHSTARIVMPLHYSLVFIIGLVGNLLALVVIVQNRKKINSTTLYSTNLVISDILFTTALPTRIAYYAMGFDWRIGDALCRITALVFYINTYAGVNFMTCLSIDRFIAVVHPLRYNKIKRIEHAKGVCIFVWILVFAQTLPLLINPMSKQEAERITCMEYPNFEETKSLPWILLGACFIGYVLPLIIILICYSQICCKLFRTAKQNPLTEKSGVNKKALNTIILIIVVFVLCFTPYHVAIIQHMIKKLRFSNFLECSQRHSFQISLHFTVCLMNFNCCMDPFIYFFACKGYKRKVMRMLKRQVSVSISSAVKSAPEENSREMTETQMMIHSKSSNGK
CCR6 antag: CCR6 (human) receptor antagonism; P51684; inhibition, % at 20 µM; actives 0.49% (n = 340,000); CHO-K1 CCR6 PathHunter beta-arrestin, luminescence, CCL20-stimulated; AID 493098;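 active = compounds whose inhibition of the agonist-driven luminescence signal at 20 µM reaches about 50%, limit read from the data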;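 note: cells stimulated with CCL20 at 14 nM final; plate controls were DMSO with CCL20 for no effect and DMSO without agonist for full effect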
Gli-Sufu block: blocks Gli-Sufu signaling in a luciferase reporter | Sufu-KO-LIGHT fibroblasts, Gli luciferase reporter luminescence | inhibition, % at 5 µM | actives 0.74% (n = 340,000) | AID 588413;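 active = inhibition above about 55%, limit read from the data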;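 note: 0% = DMSO-treated cells and 100% = wells with medium but no cells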
UBC13 inh: blocks human UBC13 polyubiquitin chain formation | P61088 | TR-FRET | inhibition, % at 20 µM | actives 0.47% (n = 330,000) | AID 485273; in the data active = inhibition above about 45%, passing the limit was not always enough
Target sequence (P61088 whole entry, looked up): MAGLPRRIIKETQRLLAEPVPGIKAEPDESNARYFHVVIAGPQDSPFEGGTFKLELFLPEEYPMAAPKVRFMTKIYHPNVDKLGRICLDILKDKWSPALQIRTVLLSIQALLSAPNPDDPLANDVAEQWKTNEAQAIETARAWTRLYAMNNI
APJ agonist: agonists of human APJ apelin receptor | P35414 | CHO-K1 APJ PathHunter beta-arrestin, luminescence; 0% DMSO wells, 100% apelin | activation, % at 20 µM | actives 0.11% (n = 330,000);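 active = activation more than six SD over the plate average, tested at 20 µM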;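 note: 0% = DMSO alone and 100% = apelin-13 at 10 nM; some results filed as inactive read as strong as hits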
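Test system: CHO-K1 APJ beta-arrestin complementation cell line | Compound: Single test compound dose, 20 µM final, 1% DMSO | Incubation: Compound 90 min 25 °C, reagent 1 h | Measured by: beta-gal luminescence | Read-out basis: APJ–arrestin association signal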
CXCR6 block: CXCR6 (human) receptor inhibition; O00574; CHO-K1 PathHunter CXCR6 beta-arrestin, luminescence; inhibition, % at 20 µM; actives 0.36% (n = 360,000); AID 602244; in the data active = inhibition above about 34%, passing the limit was not always enough;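 note: antagonist mode with CXCL16 agonist at 10 nM final; 0% = 10 nM CXCL16 with DMSO and 100% = unstimulated wells without agonist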
Target sequence (O00574 whole entry, looked up): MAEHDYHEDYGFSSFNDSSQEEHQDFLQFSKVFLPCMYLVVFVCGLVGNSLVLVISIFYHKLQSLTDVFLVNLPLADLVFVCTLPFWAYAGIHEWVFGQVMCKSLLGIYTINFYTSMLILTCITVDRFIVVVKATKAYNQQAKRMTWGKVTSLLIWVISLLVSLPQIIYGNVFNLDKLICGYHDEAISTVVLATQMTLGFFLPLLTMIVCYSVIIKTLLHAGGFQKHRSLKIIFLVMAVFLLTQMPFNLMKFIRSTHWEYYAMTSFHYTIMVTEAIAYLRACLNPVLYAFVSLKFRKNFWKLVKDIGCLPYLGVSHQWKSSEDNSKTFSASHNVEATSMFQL
APJ antag: antagonists of human APJ apelin receptor; P35414; CHO-K1 APJ beta-arrestin complementation, luminescence; inhibition, % at 20 µM; actives 0.32% (n = 330,000); AID 2521;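 active = inhibition above about 40% at 20 µM, limit read from the data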;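 note: cells challenged with 10 nM apelin-13 agonist together with compound; plate controls were apelin-13 plus DMSO wells for no effect and DMSO wells lacking apelin-13 for full effect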
* hit, by the source's call; x = no result given.

| Compound | ATG4B inh | EBI2 antag | CXCR6 block | APJ antag | Gli-Sufu block | UBC13 inh | APJ agonist | CCR6 antag |
| --- | --- | --- | --- | --- | --- | --- | --- | --- |
| CC(=O)Nc1ccc(-n2nnnc2SCC(=O)N2CCN(C(=O)c3ccco3)CC2)cc1 | 4 | -4 | -6 | 0 | -4 | 3 | -5 | 0 |
| CCCNC(=O)N1CCN(S(C)(=O)=O)CC1 | -8 | -3 | 2 | 26 | -1 | 4 | -6 | 6 |
| O=S(=O)(NCc1csc(-c2cccs2)n1)c1ccccc1 | 0 | 3 | 2 | -11 | -5 | 7 | -3 | 0 |
| CC(C)N(C(=O)[C@H]1CC(CC(=O)NCc2ccco2)C(=O)N2CCc3c([nH]c4ccccc34)[C@]12C)C(C)C (stereo partly drawn) | -11 | -5 | -1 | -5 | 4 | 5 | -2 | 2 |
| CCSCc1nnc(SCC(=O)Nc2cccc(C(C)=O)c2)n1C | 4 | 0 | -14 | 5 | -35 | 6 | -3 | 10 |
| Cc1ccc(O)c(CNc2cccc3cccnc23)c1 | -5 | -3 | 2 | -15 | 14 | -105 | 14 | 20 |
| O=C(OCC(=O)N1CCN(C(=O)c2ccco2)CC1)C1=COCCO1 | -1 | 1 | -5 | -6 | -9 | -9 | 3 | 5 |
| CN(C)c1cccc(C(=O)OCC(=O)N(C)c2ccccc2)c1 | -17 | 2 | 12 | 16 | 21 | 1 | 0 | 18 |
| CN(C(=O)COC(=O)CSc1ccc(C(N)=O)cc1[N+](=O)[O-])C1CCCCC1 | -5 | -4 | 1 | 20 | -3 | 0 | -4 | 0 |
| Cc1ccc2oc(=O)c3cnn(CC(=O)N4CCN(c5ccccn5)CC4)c3c2c1 | -5 | 14 | 9 | 5 | 6 | 5 | 5 | 12 |
| Cc1ccsc1/C=C(\C#N)C(=O)NCCCN1CCOCC1 | -4 | -14 | 0 | 8 | 1 | 18 | -4 | 6 |
| CC(=O)N[C@@H]1[C@@H](O)[C@@H]2OC(c3ccccc3)OC[C@H]2O[C@@H]1N=[N+]=[N-] (stereo partly drawn) | -1 | -5 | -2 | -6 | -1 | -5 | -1 | 9 |
| COc1ccccc1NC(=O)c1[nH]c(C)c(C(C)=O)c1C | -7 | -14 | 2 | 17 | 19 | 10 | -3 | -7 |
| CC(C)CC(=O)OCc1cn(-c2ccccc2)nn1 | 0 | 1 | 0 | -9 | 2 | 5 | -4 | -3 |
| Cc1ccc(C(c2nnnn2C(C)(C)C)N2CCN(C3CCCC3)CC2)cc1 (stereo not drawn) | 6 | 7 | 0 | 0 | -5 | -4 | -2 | 28 |
| Cc1c(C(=O)OCC2CCCO2)[nH]c2c1C(=O)CC(c1ccc(N(C)C)cc1)C2 (stereo not drawn) | 5 | 34 | -7 | -12 | -9 | 6 | 2 | -3 |
| Cn1c(=O)cc(SCC(=O)N2CCOCC2)c2ccc(Cl)cc21 | -11 | 9 | -7 | -10 | 16 | 5 | -1 | 1 |
| CCOC(=O)CC1COCCN1C(=O)c1cc(COc2ccc(F)cc2Cl)on1 (stereo not drawn) | 26 | -2 | 0 | 3 | -3 | -6 | -5 | 10 |
| Cc1cnc(C(=O)OCC(=O)c2cc(C)n(C)c2C)cn1 | -2 | 3 | -7 | -6 | -14 | 3 | -3 | -1 |
| N=C1S/C(=C\c2ccc(-c3cccc(Cl)c3)o2)C(=O)N1c1nccs1 | 12 | 67* | 54* | x | 88* | x | x | 82* |

The list goes on:
| Compound | ATG4B inh | EBI2 antag | CXCR6 block | APJ antag | Gli-Sufu block | UBC13 inh | APJ agonist | CCR6 antag |
| --- | --- | --- | --- | --- | --- | --- | --- | --- |
| c1ccc(Cc2nnc3sc(-c4ccncc4)nn23)cc1 | 1 | -6 | -6 | -6 | -2 | 8 | -4 | -7 |
| Cc1ccc(C(=O)N(CC#N)CC#N)cc1C | -6 | 2 | -3 | 8 | -3 | 0 | 0 | 11 |
| O=C(CCNC(=O)c1ccc([N+](=O)[O-])cc1)NCc1cccs1 | 0 | -7 | -5 | -4 | -1 | 5 | 0 | 2 |
| C/C(=N\NC(=O)c1nnn(-c2nonc2N)c1CN(C)c1ccccc1)c1ccccn1 | -11 | 3 | -5 | x | 78* | x | x | 19 |
| COc1ccc(/C=N/NC(=O)c2cc(-c3ccccc3)nc3ccccc23)cc1O | -22 | 6 | -20 | 7 | -1 | 4 | -1 | 17 |
| COc1ccc(-n2c(Cc3cccn3C)nnc2SCC(=O)Nc2ccc(F)cc2)cc1 | 4 | 29 | 2 | 12 | -23 | -8 | -3 | 10 |
| CCOc1ccc(NC(=O)CNC(=O)c2nn(-c3ccc(OC)c(OC)c3)c(=O)c3ccccc23)cc1 | 3 | -4 | -5 | 10 | 3 | 15 | 4 | -1 |
| Oc1ccc(/C=N/N2CCN(C3c4ccccc4-c4ccccc43)CC2)cc1 | -5 | -3 | -4 | -5 | 11 | 32 | -5 | -5 |
| CC1CN(C)C(C)C/C1=N\Oc1ccc([N+](=O)[O-])cc1 (stereo not drawn) | 4 | -3 | 0 | 4 | 16 | -5 | -2 | 1 |
| O=C(Nc1ccccc1[N+](=O)[O-])c1cc(S(=O)(=O)N2CCOCC2)cs1 | 2 | 12 | 4 | -84 | 1 | -10 | 8 | -5 |
| Cc1cccc(/C(N)=N/OC(=O)CCCN2C(=O)c3ccccc3C2=O)c1 | -4 | -6 | -21 | -7 | -3 | -9 | -3 | -2 |
| Cc1cc2ccccn2c1C(=O)c1ccc(Cl)c([N+](=O)[O-])c1 | -1 | 33 | -16 | -10 | 4 | -6 | -2 | 23 |
| Cc1ccc(N=C2C(=O)Nc3ccccc32)cc1C | 0 | 0 | 10 | 14 | 28 | -14 | -9 | 52* |
| COC(=O)C1=C(Nc2ccccc2NC(=O)CCCC(=O)O)CSC1 | -1 | 3 | 5 | -8 | 4 | 3 | -2 | 1 |
| CCOc1cc2c(C)cc(=O)oc2cc1Cl | -5 | -2 | 8 | -1 | -2 | 3 | 4 | -10 |
| CCCCCCc1cc2cc(C(=O)NCc3ccccc3)c(=N)oc2cc1O | -8 | 6 | -31 | -27 | 6 | 0 | 6 | -18 |
| COc1cccc(N2CCN(C3CC(=O)N(c4ccc(C)c(Cl)c4)C3=O)CC2)c1 (stereo not drawn) | 0 | 7 | 1 | 26 | -26 | 3 | 1 | 6 |
| Cc1ccc(NC(=O)NCCN2CCN(C(=O)Nc3ccc(C)cc3)CC2)cc1 | -7 | -12 | 6 | 4 | -3 | 5 | -1 | 11 |
| CC(C)N(Cc1ccc(F)cc1)C(=O)c1cc2ccccc2oc1=O | x | 5 | 2 | -9 | x | -1 | -2 | x |
| CCS(=O)(=O)Nc1ccc2c(c1)N(C(C)=O)c1ccccc1CC2 | -6 | -5 | 0 | 18 | -28 | 8 | 0 | 8 |

(listing goes on)
| Compound | ATG4B inh | EBI2 antag | CXCR6 block | APJ antag | Gli-Sufu block | UBC13 inh | APJ agonist | CCR6 antag |
| --- | --- | --- | --- | --- | --- | --- | --- | --- |
| O=C(NCCCl)Nc1ccc(Cl)c([N+](=O)[O-])c1 | 7 | -10 | 2 | 21 | 4 | 5 | -4 | 12 |
| Cc1ccc(OCC(=O)Nc2ccc(N3CCOCC3)cc2)c([N+](=O)[O-])n1 | 2 | -4 | -10 | -12 | -2 | -14 | 1 | -5 |
| COc1ccc(OC)c(C(c2c(C)[nH][nH]c2=O)c2c(C)[nH][nH]c2=O)c1 | -1 | -3 | -8 | 17 | x | -2 | 1 | 1 |
| CCOc1cccc(OCCCOc2ccccc2)c1 | -3 | 6 | 2 | -6 | -14 | -5 | -2 | 6 |
| CCCC(=O)Nc1ccc(Oc2ccc(NC(=O)CCC)cc2)cc1 | -10 | -4 | 4 | 2 | -3 | -7 | -3 | -3 |
| O=C1OC(NCc2cccnc2)(c2ccc(Cl)cc2)c2ccccc21 (stereo not drawn) | -7 | 12 | -2 | 0 | 15 | -7 | 2 | -4 |
| COc1cc(CNC2CCCC2)cc(Cl)c1OCc1ccc(F)cc1 | -3 | -28 | -5 | 14 | -2 | 27 | 10 | 1 |
| NC(=O)c1ccc[n+](CC(=O)Nc2ccccc2C(=O)O)c1 | 7 | -7 | 1 | 2 | -10 | -1 | -1 | -1 |
| COc1ccc(-c2nc(C)ncc2-c2csc(C)n2)c(O)c1 | -14 | -1 | 2 | -3 | -3 | 5 | -5 | 5 |
| CC1CCN(S(=O)(=O)Cc2ccccc2Cl)CC1 | -8 | 0 | -1 | 13 | -4 | 5 | -6 | 11 |
| CCC(C)Sc1nnc(Cc2cc(=O)[nH]c(=O)[nH]2)n1-c1ccc(OC)cc1 (stereo not drawn) | -7 | -6 | -9 | 6 | -2 | 4 | 0 | -20 |
| O=C(CCc1ccccc1)Nc1cc(C(F)(F)F)ccc1Cl | 0 | 10 | -8 | 8 | 0 | 2 | -3 | 12 |
| CC(NC(=O)c1cc2cc([N+](=O)[O-])ccc2oc1=O)C1CCCO1 (stereo not drawn) | 1 | 0 | -4 | 8 | -1 | -16 | -1 | 14 |
| O=C(Nc1ccncc1)Nc1ccc(Br)cc1Cl | 2 | -3 | -18 | -55 | 5 | -1 | 10 | -5 |
| CC(C)CNC(=O)NC(=O)CSc1nc2ccccc2n1CC(C)C | 10 | 0 | 5 | 6 | 4 | 1 | 1 | 10 |
| CCN(CC)S(=O)(=O)c1cc(NS(=O)(=O)c2ccc(Cl)c(C(=O)O)c2)ccc1C | -6 | -7 | -4 | -1 | 1 | -4 | -2 | -7 |
| CO/N=C/C(=N\Nc1ccc(OC)cc1)C(=O)c1ccc(F)cc1 | -8 | 15 | 15 | 15 | -2 | 0 | -5 | 24 |
| CCCCNc1nc2c(c(=O)[nH]c(=O)n2C)n1CCOc1ccccc1 | 3 | 1 | 6 | -17 | -16 | -6 | 1 | -3 |
| CC(C)C[C@H](NC(=O)C1CC(=O)N(c2ccc(F)cc2)C1)C(=O)N1CCCCC1 (stereo partly drawn) | -5 | -5 | -4 | -3 | -3 | -16 | 4 | -4 |
| O=C(Nc1cccnc1)c1ccccc1-c1ccccc1 | 0 | -9 | 7 | 11 | -7 | 0 | -1 | 11 |

New compounds follow
| Compound | ATG4B inh | EBI2 antag | CXCR6 block | APJ antag | Gli-Sufu block | UBC13 inh | APJ agonist | CCR6 antag |
| --- | --- | --- | --- | --- | --- | --- | --- | --- |
| Cc1ccccc1-c1nnnn1C1CCS(=O)(=O)C1 (stereo not drawn) | 2 | -17 | -4 | -3 | 16 | 2 | 0 | -4 |
| COc1cccc(CN(C)C(=O)c2ccc(Oc3ccccc3)cc2)c1OC | 1 | 9 | 11 | 15 | -9 | 2 | 7 | 28 |
| C=CCNC(=O)C1CCN(S(C)(=O)=O)CC1 | -14 | -10 | -2 | 0 | 4 | 4 | 3 | 2 |
| O=C(COC(=O)c1ccccc1N1C(=O)C2C3CCC(C3)C2C1=O)c1ccccc1 (stereo not drawn) | -4 | 4 | 12 | 3 | 1 | -1 | -3 | 16 |
| CC(=O)c1c(C)[nH]c(C(=O)CSc2nc3ccccc3n2C)c1C | -18 | 2 | -2 | -15 | -18 | -4 | 0 | -11 |
